# Bioassay records (PubChem)
# TAG inh: reduces triacylglycerol accumulation in H9c2 cells. Nile Red lipid (TAG) fluorescence; cells loaded with 200 µM oleic acid. inhibition, % at 12.5 µM. 230,000 compounds, 0.66% hits. AID 651582;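 active means pattern-corrected inhibition of lipid staining of at least 50% with the nuclear-stain viability signal not falling by more than 50%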;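 further: 0% = DMSO wells and 100% = triacsin C control wells; some results filed as inactive read as strong as hits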
# TAG inh DAPI viability: recorded beside TAG inh, whose call it bears; DAPI nuclei signal change (viability), lower = more cytotoxic, %;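 whole-well DAPI fluorescence read on a plate reader as a viability signal; minus 50 percent equals half of cells still viable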
# Starred values were filed as active, the others as inactive; & = joins results of further samples.
SMILES,TAG inh,TAG inh DAPI viability
OC1(C#CCN2CCCC2)CCCCC1,5,-3
CC(CO)N1CCS(=O)(=O)CC1 (stereo not given),-17,0
COc1ccc(C2SCC(=O)N2CCCN(C)C)cc1 (stereo not given),1,4
CC(=O)Nc1cccc2c1C(=O)N(c1ccc(OC(C)=O)cc1)C2=O,-9,5
O=C(O)c1cccc(N2C(=O)c3ccc(C(=O)c4cccc([N+](=O)[O-])c4)cc3C2=O)c1,4,-7
CCOC(=O)C1=C(c2ccccc2)Nc2ncnn2C1c1cccc(OC)c1OC (stereo not given),-16,5
Cc1ccc(NC(=O)C(C)N2CCN(C)CC2)cc1S(=O)(=O)N1CCOCC1 (stereo not given),7,-5
COc1cc2nc(CN(C)Cc3ccc(Cl)cc3)[nH]c(=O)c2cc1OC,-6,4
CCOc1ccc(C(=O)NC(C)C2COc3ccccc3O2)cc1 (stereo not given),-15,-14
N#CCCn1cc(C(=O)N2CCCCC2)c(-c2ccc([N+](=O)[O-])cc2)n1,-11,-9
CC(c1ccccc1)N1CCN(C(=O)CCl)CC1 (stereo not given),20,-2
CC(C)OCCCN1C(=O)c2[nH]nc(-c3ccccc3O)c2C1c1cccc(Cl)c1 (stereo not given),7,-4
CN1CCN(Cc2c(C#N)c3ccccc3n2C)CC1,10,-5
CCOC(=O)c1cc2c(C)n(-c3ccc(OCC)cc3)c(C)c2ccc1=O,2,-5
CN=c1scc(-c2ccc(Cl)cc2)n1C,-9,11
COc1ccccc1Nc1nnc(SCC(=O)c2c(N)n(C3CC3)c(=O)[nH]c2=O)s1,-5,9
COc1ccccc1/C=C/C(=O)N1CCN(S(=O)(=O)c2cccs2)CC1,-11,-5
CC1=NN(c2ccccc2)C(=O)C1N=Nc1cccc(O)c1 (stereo not given),12,-8
O=C(NCc1ccccn1)C12CC3CC(CC(C3)C1)C2,-5,8
S=c1[nH]ccn1Cc1ccccc1,-3,2
CC(C)NC(=O)Nc1nnc([C@H]2C[C@H](O)[C@@H](CO)O2)s1,-7,5
O=C(OCCCCN1C(=O)c2ccccc2C1=O)c1n[nH]c2ccccc12,-19,1
CCn1nc(C(=O)Nc2ccccc2C)c(Cl)c1Cl,7,8
O=C1OC(C(=O)Nc2ccccc2)Cc2ccccc21 (stereo not given),-11,5
CC(=O)c1cccc(NC(=S)NC(=O)c2cccc(C)c2)c1,6,-4

# Retrieved by compound from the list above:
SMILES,TAG inh,TAG inh DAPI viability
COc1ccccc1/C=C/C(=O)N1CCN(S(=O)(=O)c2cccs2)CC1,-11,-5
CC1=NN(c2ccccc2)C(=O)C1N=Nc1cccc(O)c1 (stereo not given),12,-8
CCOC(=O)C1=C(c2ccccc2)Nc2ncnn2C1c1cccc(OC)c1OC (stereo not given),-16,5

# In the list so far, these contain a Cl atom.
SMILES,TAG inh,TAG inh DAPI viability
COc1cc2nc(CN(C)Cc3ccc(Cl)cc3)[nH]c(=O)c2cc1OC,-6,4
CC(c1ccccc1)N1CCN(C(=O)CCl)CC1 (stereo not given),20,-2
CC(C)OCCCN1C(=O)c2[nH]nc(-c3ccccc3O)c2C1c1cccc(Cl)c1 (stereo not given),7,-4
CN=c1scc(-c2ccc(Cl)cc2)n1C,-9,11
CCn1nc(C(=O)Nc2ccccc2C)c(Cl)c1Cl,7,8

# Next compounds
SMILES,TAG inh,TAG inh DAPI viability
O=C1c2oc3ccc(Br)cc3c(=O)c2C(c2cccc(F)c2)N1CCO (stereo not given),5,-1
N#C/C(=C\c1ccc(-c2nc3ccccc3s2)o1)C(N)=O,-14,7
COc1cccc(C(=O)COc2ccc(NC(=O)c3ccccc3)cc2)c1,12,-2
CCc1nc(SCC(=O)Nc2ccc(F)cc2)c2c(=O)n(C)c(=O)n(C)c2n1,-8,-1
O=C(NCc1ccccc1Cl)c1cccc(OC2CCN(C(=O)C3CC3)CC2)c1,-15,-5
COC(=O)C1=CN(Cc2cccs2)C=C(C(=O)OC)C1c1cccc(Cl)c1,-15,75
Cc1cnc(NC(=O)Cc2cccs2)s1,-7,18
O=C1CN(c2nnnn2-c2ccccc2)CCN1,0,5
COCCN1C(=O)c2oc3cc(C)c(C)cc3c(=O)c2C1c1cccc(O)c1 (stereo not given),43,4
O=C(/C=C/c1cccc([N+](=O)[O-])c1)N1CCN(S(=O)(=O)c2cccs2)CC1,1,13
C=CCn1c(SCc2nc3ccccc3nc2C)nnc1-c1ccoc1C,3,3
Nc1ccccc1C#Cc1ccccc1,53*,-11*
COCC1CCN(C(=O)c2ccc3oc(C(C)C)nc3c2)C1 (stereo not given),-7,2
C=C(C)c1cccc(C(C)(C)NC(=O)NC(c2ccccc2)c2ccc(OC)cc2)c1 (stereo not given),4,0
Fc1ccc(-c2n[nH]c(=S)n2-c2ccc3c(c2)OCCO3)cc1,1,0
COc1cccc(NC(=O)C2CCN(Cc3cnn(-c4ccccc4)c3-n3cccc3)CC2)c1,-21,15
COC(=O)c1ccc(COC(=O)CNS(=O)(=O)c2ccccc2)cc1,-1,-5
Cc1ccc(S(=O)(=O)N2CCN(C(=O)c3cc(C4CC4)nn3-c3ccccc3)CC2)cc1,-10,6
COc1ccc(Br)cc1/C=C(\C(=O)O)c1ccc(S(=O)(=O)N2CCCCC2)s1,3,5
O=C(NCc1ccc2c(c1)OCO2)c1ccccc1,-6,0
Cc1cc(C)nc(SCc2ccc(C(=O)N/N=C/c3ccco3)cc2)n1,0,7
CCCn1nc(C(=O)Nc2ccc3c(c2)OCO3)c2ccccc2c1=O,16,0
O=C(COC(=O)c1cc(=O)[nH]c2ccccc12)Nc1nccs1,11,-10
CN1CCN(Cc2nc3c(c(=O)n(C)c(=O)n3C)n2CCCc2ccccc2)CC1,2,-8
c1ccc(-n2nnc3ccccc32)nc1,-19,-1
SMILES,TAG inh,TAG inh DAPI viability
Cc1ccc(C)c(N2CCN(C(=O)C3CCCN(S(=O)(=O)c4c(C)noc4C)C3)CC2)c1 (stereo not given),-1,-2
CCCc1c(C)c2c(C)[nH]nc2oc1=O,-6,2
CC(C)(C)c1ccc(CC(=O)N2CCC2(C)C(=O)Nc2cnc3ccccc3c2)cc1 (stereo not given),-15,15
COc1ccccc1OCC(=O)O,2&-5,-1&2
CCc1nc(SCC(=O)Nc2ccc(C(=O)O)cc2)n[nH]1,12,-1
O=C1C2CC=C(Cl)CC2C(=O)N1CCN1CCOCC1 (stereo not given),-7,-1
c1ccc(-c2nc3cnccn3c2Nc2ccc3c(c2)OCCO3)cc1,-6,10
O=C1CC(c2cccc(Oc3ccccc3)c2)NC(=O)N1 (stereo not given),12,6
CC(=O)N1CCc2cc(Br)cc(S(=O)(=O)N3CCCCCC3)c21,-37,8
COc1ccccc1C(=O)NCC(=O)OCC(=O)Nc1cccc(S(=O)(=O)N(C)C)c1,-1,11
COCCN(C(=O)CNC(=O)c1ccco1)C(C(=O)NC1CCCCC1)c1cccs1 (stereo not given),-8,0
CCOC(=O)CSc1nnc(-c2cccnc2)o1,-1,-1
CCOc1cc(/C=C2/C(=N)N3N=C(CC)SC3=NC2=O)ccc1OC(=O)c1ccco1,3,0
Cc1onc(-c2ccccc2Cl)c1C(=O)OCC(=O)Nc1ccc2c(c1)OCO2,6,-6
COc1ccc(OC)c(N=Cc2c(O)[nH]c3ccccc23)c1,0,68
COC(=O)c1nnn(Cc2ccccc2)c1N,2,14
CCOc1ccc(C(=O)NCCN2CCOCC2)cc1,7,-5
Cc1ccc(CNCCCn2cnc(C(=O)Nc3ccc(C)c(C)c3)n2)o1,10,0
CCN(C(=O)COC(=O)c1cc2ccccc2cc1O)C1CCS(=O)(=O)C1 (stereo not given),-6,-5
Cn1c(N)c(C(=O)COC(=O)COc2cccc(Br)c2)c(=O)n(C)c1=O,-22,9
Cc1ccc(Cn2c(O)c(N=NC(=S)Nc3ccccc3F)c3cc(S(=O)(=O)N4CCOCC4)ccc32)cc1,31,-9
O=S(=O)(Cc1nnnn1-c1ccccc1)c1ccc(Cl)cc1,26,0
CSc1nc(C=Nc2ccccc2Cl)c(O)n1Cc1cccc(Cl)c1,-2,-3
Cc1c(NC(C)C)c(=O)n(-c2ccccc2)n1C,-3,-5
ClCC1CSC(=NC23CC4CC(CC(C4)C2)C3)O1 (stereo not given),9,-2

# Reprinted from the part before: three entries; new compounds follow.
SMILES,TAG inh,TAG inh DAPI viability
CSc1nc(C=Nc2ccccc2Cl)c(O)n1Cc1cccc(Cl)c1,-2,-3
Cc1c(NC(C)C)c(=O)n(-c2ccccc2)n1C,-3,-5
ClCC1CSC(=NC23CC4CC(CC(C4)C2)C3)O1 (stereo not given),9,-2
CCOc1ccc(C(C(=O)NC2CCCCC2)N(C(=O)c2ccccn2)c2cccnc2)cc1 (stereo not given),-13,-3
CS(=O)(=O)Nc1ccc(C(=O)Nc2ccc3ccccc3c2)cc1,-12,8
Cc1ccc(CNC(=O)CCNC(=O)Cn2ccc3ccccc3c2=O)cc1,4,1
Cc1ccc(N2C(=O)c3oc4ccccc4c(=O)c3C2c2cccc(O)c2)nc1 (stereo not given),-25,-14
O=C1NC(=O)/C(=C\c2ccc(Cl)cc2Cl)N1,1,0
CN(/N=C/c1ccccc1O)C(=S)c1ccccc1,4,-2
COc1ccc(N2C(=O)CC(NNc3ncc(Cl)cc3Cl)C2=O)cc1 (stereo not given),0,13
COC(=O)c1ccccc1NC(=O)Cn1cc(Br)cn1,-7,-4
O=C(CSc1nnc(CNC(=O)c2cccc(C(F)(F)F)c2)o1)NCC1CCCO1 (stereo not given),-10,2
FC(F)(F)c1cccnc1Oc1ccc(C2=NCCS2)cc1,-5,12
Cc1nn(-c2ccccc2)c2nc3c(cc12)C(=O)CCC3,17,10
Cc1cc(C)nc(/N=C(\N)Nc2cccc(OCc3ccccc3)c2)n1,8,-13
Cc1ccc(C(=O)NCC(c2ccco2)N2CCc3ccccc3C2)cc1 (stereo not given),-4,2
CCOC1=C(C#N)CC2(CC1)c1ccccc1-c1ccccc12,-10,8
O=C(Cn1c(NCCO)nc2ccccc21)NCCc1ccc(F)cc1,-3,-13
O=c1ccn(Cc2ccccc2)c(SCc2ccccc2)n1,-1,3
COc1ccc(C2C(C#N)=C(N)N(c3ncn[nH]3)C3=C2C(=O)CCC3)cc1 (stereo not given),-3,2
CCN(CC)CCn1c2ccccc2c2nc(C)sc21,1,-10
COC(=O)C1=C(C)N(C2CCCC2)C(=O)C1(NC(C)=O)C(F)(F)F (stereo not given),11,-6
CC(C(=O)O)n1ncc2ccccc2c1=O (stereo not given),-3,1
O=C(CCC(=O)c1cccs1)NNC(=O)c1cccc(Cl)c1,8,9
O=C(O/N=C\c1ccc(N2CCOCC2)c([N+](=O)[O-])c1)c1ccccc1Cl,-7,7
CC(C)n1c(-c2ccc(N(C)C)cc2)nc2ccccc21,-24,11
CCN(CC)S(=O)(=O)c1cccc(NC(=O)COC(=O)c2cc(C)oc2C)c1,-35,-6
CCN1CCN(C(=O)c2ccc(Cl)c(S(=O)(=O)N(C)c3ccccc3)c2)CC1,0,1
SMILES,TAG inh,TAG inh DAPI viability
COc1ccc(CN2C(=O)c3ccccc3C2C(=O)NCCc2ccccc2)c(OC)c1 (stereo not given),-15,11
Cc1ccc(S(=O)(=O)N2CCOCC2)s1,17,-3
Cc1c(-n2cc(C(=O)O)c(=O)c3cc(F)c(N4CCCC4)c(F)c32)c(=O)n(-c2ccccc2)n1C,-16,17
Cc1cc(NC(=O)c2cc3ccccc3o2)no1,-8,-6
Cc1cc(C(=O)COC(=O)CCCN2C(=O)c3ccccc3C2=O)c(C)n1C,1,1
O=C1NC(=O)/C(=C\c2ccccc2OCc2ccccc2)S1,6,11
CSCC[C@@H](CO)NC(=O)c1ccc2nc(C3CCCCC3)oc2c1,-12,-7
Cc1nc(-c2ccccc2)sc1C(=O)CSc1ccc(F)cc1,-33,-3
CC(C)CCN(C(=O)CCCSc1nc2ccccc2[nH]1)c1c(N)n(Cc2ccccc2)c(=O)[nH]c1=O,4,2
CCOC(=O)C(=CNc1ccccc1C)C(=O)OCC,-2,5
O=C(NCc1ccccc1)NC1(C(=O)N2CCN(c3ccccc3)CC2)CCCCC1,14,2
COc1ccc(Nc2nnc(Cc3ccc(Cl)cc3)c(=O)[nH]2)c(OC)c1,-2,1
COc1ccc(-c2ccccc2[C@H]2[C@@H]3C=CC[C@@H](C)[C@@H]3C(=O)N2Cc2ccccc2)cc1,25,-10
CCCc1cc(C(=O)Nc2cc(OC)ccc2OC)cs1,2,0
O=C1CCC/C1=c1\s/c(=C/c2cccnc2)c(=O)n1-c1ccccc1,-25,2
CC(C)Cc1ccc(/C=C/C(=O)N2CCCCC2)cc1,-12,3
O=C(COC(=O)/C=C/c1ccc(Cl)c(Cl)c1)NC1CCCC1,3,1

# By substructure, the entries above containing a nitro group on carbon.
SMILES,TAG inh,TAG inh DAPI viability
O=C(O)c1cccc(N2C(=O)c3ccc(C(=O)c4cccc([N+](=O)[O-])c4)cc3C2=O)c1,4,-7
N#CCCn1cc(C(=O)N2CCCCC2)c(-c2ccc([N+](=O)[O-])cc2)n1,-11,-9
O=C(/C=C/c1cccc([N+](=O)[O-])c1)N1CCN(S(=O)(=O)c2cccs2)CC1,1,13
O=C(O/N=C\c1ccc(N2CCOCC2)c([N+](=O)[O-])c1)c1ccccc1Cl,-7,7

# This is a subset, so the mix of outcomes need not match the whole.
